# CHRM5 antagonist: antagonists of human muscarinic M5 receptor (CHRM5); CHO-hM5 cells, Fluo-8 calcium fluorescence, ACh EC80; inhibition, % at 3 µM; 0.59% of 360,000 active;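 active = inhibition above a per-plate cutoff, the mean of that plate's test compounds plus 3 SD, cut at about 27% in these data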;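 note: 0% = acetylcholine EC80 with DMSO and 100% = DMSO without agonist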
# Target sequence (P08912 whole entry, looked up): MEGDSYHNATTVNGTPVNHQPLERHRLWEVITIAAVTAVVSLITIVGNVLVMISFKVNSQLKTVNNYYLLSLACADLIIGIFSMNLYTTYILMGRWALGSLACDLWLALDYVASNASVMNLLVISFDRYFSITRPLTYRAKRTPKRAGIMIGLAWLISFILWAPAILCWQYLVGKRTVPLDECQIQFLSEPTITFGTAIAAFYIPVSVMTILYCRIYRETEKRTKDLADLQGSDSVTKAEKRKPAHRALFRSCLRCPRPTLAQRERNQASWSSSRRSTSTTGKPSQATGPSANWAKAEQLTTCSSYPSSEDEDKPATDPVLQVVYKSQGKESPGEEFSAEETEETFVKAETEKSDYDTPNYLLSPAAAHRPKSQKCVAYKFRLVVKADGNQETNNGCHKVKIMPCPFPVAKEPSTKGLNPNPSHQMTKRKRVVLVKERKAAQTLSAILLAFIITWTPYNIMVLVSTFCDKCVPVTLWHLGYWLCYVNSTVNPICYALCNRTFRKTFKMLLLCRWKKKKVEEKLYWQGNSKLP
# CHRM1 PAM: potentiates human M1 receptor response to acetylcholine. P11229. CHO-K1 hM1, Fluo-8 calcium fluorescence, ACh EC20; 0% = ACh EC20, 100% = maximal ACh. activation, % at 3 µM. 0.088% of 360,000 active; in the data active = activation above about 19%, passing the limit was not always enough
# Target sequence (P11229 whole entry, looked up): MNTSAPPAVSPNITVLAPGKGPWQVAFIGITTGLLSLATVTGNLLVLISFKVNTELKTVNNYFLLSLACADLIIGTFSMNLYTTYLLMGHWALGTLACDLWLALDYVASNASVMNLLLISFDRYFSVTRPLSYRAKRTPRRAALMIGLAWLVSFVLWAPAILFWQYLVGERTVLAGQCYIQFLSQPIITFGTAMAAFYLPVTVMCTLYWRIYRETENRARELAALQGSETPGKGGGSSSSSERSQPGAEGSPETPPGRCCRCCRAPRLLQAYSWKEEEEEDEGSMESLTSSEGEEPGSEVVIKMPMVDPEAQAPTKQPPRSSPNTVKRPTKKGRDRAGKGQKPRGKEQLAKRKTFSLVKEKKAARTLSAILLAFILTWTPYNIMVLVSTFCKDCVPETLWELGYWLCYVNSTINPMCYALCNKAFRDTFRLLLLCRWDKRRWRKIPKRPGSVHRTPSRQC
# M4 ag: agonists of human muscarinic M4 receptor (CHRM4) | P08173 | CHO-K1 hM4/Gqi5, Fluo-8 calcium fluorescence; vehicle 0%, full acetylcholine response 100% | activation, % at 3 µM | 0.14% of 360,000 active | AID 624127;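 active = activation above the run mean over all test wells plus 3 SD, cut at about 32% in these data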;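 note: peak over basal fluorescence ratio per well then scaled between controls; 0% = DMSO wells and 100% = acetylcholine at EC100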
# CHRM4 antagonist: blocks acetylcholine activation of human M4 receptor; 0.73% of 360,000 active; AID 624125; P08173; inhibition, % at 3 µM; CHO-hM4 cells, ACh EC80, Fluo-8 calcium fluorescence;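 active = inhibition above its plate's cutoff, the mean inhibition of sample wells plus 3 SD, cut at about 27% in these data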;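 note: 0% = acetylcholine EC80 with DMSO and 100% = DMSO without agonist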
# CHRM4 PAM: potentiates acetylcholine response at human M4 receptor | P08173 | CHO-K1 hM4/Gqi5, Fluo-8 calcium fluorescence, ACh EC20; 0% = ACh EC20, 100% = maximal ACh | activation, % at 3 µM | 0.4% of 360,000 active | AID 624126;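 active = activation above its plate's cutoff, the mean activation of sample wells plus 3 SD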; note: some results filed as inactive read as strong as hits
# CRFR2-BP antag: antagonists of CRF-binding protein/CRF-R2 receptor complex; HEK293 CRF-R2/CRF-BP, CRF-induced calcium fluorescence; 0.59% of 350,000 active; inhibition, % at 11.8 µM;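 active = inhibition of the ligand-induced calcium signal above about 50% at the single tested concentration, limit read from the data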
# CHRM5 PAM: potentiates acetylcholine response at human M5 receptor; CHO-K1 hM5, Fluo-8 calcium, ACh EC20 PAM; 0% = ACh EC20, 100% = ACh EC100; 0.3% of 360,000 active; AID 624038; activation, % at 3 µM; P08912;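 active = activation above the run cutoff, the mean activation of all test compounds plus 3 SD, cut at about 18% in these data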
#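 System – CHO-K1 hM5 cells · Compound – 3 µM, single dose · Incubation – compound preincubation 140 s before EC20 acetylcholine addition · Technique – Fluo-8 calcium fluorescence · Measure – Max/basal fluorescence ratio as % of EC20–EC100 ACh window · Benchmarks – low control EC20 acetylcholine (0%), high control EC100 acetylcholine (100%) · Replication – singlicate, one well per test compound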
# M5 ag: CHRM5 agonism in calcium assay | activation, % at 3 µM | CHO-K1 hM5 cells, Fluo-8 calcium fluorescence; 0% DMSO wells, 100% maximal acetylcholine response | 0.19% of 360,000 active | P08912;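 active = activation above the run's mean over test compounds plus 3 SD, cut at about 23% in these data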;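 note: signal is peak over basal fluorescence ratio across the kinetic read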
# CRFR2-BP ag: CRF-BP/CRF-R2 complex agonism; HEK293 CRF-R2/CRF-BP, calcium dye fluorescence (FLIPR); percent of saturating CRF peptide response; activation, % at 13.2 µM; 0.46% of 350,000 active;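 active = activation of at least 50%, plus an integration ratio under a set limit after plate pattern correction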;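 note: plate controls were neutral control wells without compound for no effect and CRF at EC100 for full effect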
# * = called active by the depositor; x = no result given.
SMILES,CHRM5 antagonist,CHRM1 PAM,M4 ag,CHRM4 antagonist,CHRM4 PAM,CRFR2-BP antag,CHRM5 PAM,M5 ag,CRFR2-BP ag
O=C(Nc1ccc(N2CCCC2)c(Cl)c1)c1ccco1,-5,11,2,-3,-4,-7,2,-1,-0.3
CCN(CC)S(=O)(=O)c1ccc(N(C)C)c(NC(=O)CC(NC(C)=O)c2ccccc2)c1 (stereo not given),7,3,2,-3,6,-14,1,0,7.0
CCOc1ccc(Nc2cc(C)nc3ccc(C)cc23)cc1,19,-7,3,0,-12,7,-7,-16,0.8
COc1ccc(NC(=O)Nc2ccc3c(c2)C(=O)N([C@H](C)CO)C[C@H](C)[C@@H](CN(C)S(=O)(=O)c2cccs2)O3)cc1,1,-6,1,-4,1,1,-5,-2,2.7
CSc1ncccc1C(=O)OCc1ccccc1Cl,1,9,-2,-1,-1,19,6,-3,0.0
Cc1cc(N)n2ncc(-c3cccc(Br)c3)c2n1,2,-3,1,3,12,-2,1,0,-5.0
Nc1nncn1C(=O)CCCOc1ccc(Cl)cc1Cl,-2,-3,2,-18,10,-13,-4,2,0.1
OC(CNc1ccnc2cc(Cl)ccc12)CNC1CCCCC1 (stereo not given),13,-6,0,4,-4,-13,-3,-5,6.7
O=C(NCCO)C(=O)c1c(-c2ccc(Cl)cc2)cc2ccccn12,-2,8,1,8,-7,8,-6,-1,-1.2
O=C(Nc1ccc(F)c(Cl)c1)C1Cc2c(-c3ccccc3Oc3ccccc3)ccnc2O1 (stereo not given),-2,-1,1,-6,3,x,-1,-1,x
Cc1cc(NC(=O)c2cc3nc(C4CC4)cc(C(F)(F)F)n3n2)no1,1,3,0,0,2,12,-4,2,-2.1
CC(C)(C)[C@H]1COC(=O)[C@H](Cc2ccc(F)cc2)CC/C=C/C[C@@H](CC(=O)N[C@H](CO)Cc2ccccc2)C(=O)N1,10,3,1,-9,-1,-3,-6,7,-1.6

# Five compounds picked at random from those above, as already listed:
SMILES,CHRM5 antagonist,CHRM1 PAM,M4 ag,CHRM4 antagonist,CHRM4 PAM,CRFR2-BP antag,CHRM5 PAM,M5 ag,CRFR2-BP ag
O=C(NCCO)C(=O)c1c(-c2ccc(Cl)cc2)cc2ccccn12,-2,8,1,8,-7,8,-6,-1,-1.2
CSc1ncccc1C(=O)OCc1ccccc1Cl,1,9,-2,-1,-1,19,6,-3,0.0
Cc1cc(NC(=O)c2cc3nc(C4CC4)cc(C(F)(F)F)n3n2)no1,1,3,0,0,2,12,-4,2,-2.1
COc1ccc(NC(=O)Nc2ccc3c(c2)C(=O)N([C@H](C)CO)C[C@H](C)[C@@H](CN(C)S(=O)(=O)c2cccs2)O3)cc1,1,-6,1,-4,1,1,-5,-2,2.7
O=C(Nc1ccc(F)c(Cl)c1)C1Cc2c(-c3ccccc3Oc3ccccc3)ccnc2O1 (stereo not given),-2,-1,1,-6,3,x,-1,-1,x

# The list continues:
SMILES,CHRM5 antagonist,CHRM1 PAM,M4 ag,CHRM4 antagonist,CHRM4 PAM,CRFR2-BP antag,CHRM5 PAM,M5 ag,CRFR2-BP ag
COc1ccccc1N1C(=O)C2C(C(=O)c3ccccc3)=NN(c3ccc(C)cc3)C2C1=O (stereo not given),-10,10,1,0,-8,-65,14,8,91*
CC(=O)Nc1cc(S(=O)(=O)Nc2ccccc2C)c(C)cc1C,10,1,3,-4,24,0,4,1,0.7
CS(=O)(=O)N(CC(N)=O)c1cccc(Br)c1,-4,1,1,6,3,4,1,-1,-0.5
Cc1ccc(NC(=O)Nc2ccccc2C(N)=O)cc1,9,11,2,0,7,-9,-4,-4,-0.6
O=C1c2ccccc2C(=O)N1CCCCN(C(=O)c1cc([N+](=O)[O-])cc([N+](=O)[O-])c1)c1ccc(Cl)cc1,0,1,-2,-1,-2,-2,-5,-3,-2.2
CC1=C(C#N)C(c2ccoc2)C(C(=O)OCc2ccccc2)=C(N)S1 (stereo not given),0,7,1,-2,7,-10,-4,-3,-2.1
O=C(CCc1nnc(CCC2CCCCC2)o1)NCc1ccon1,-16,4,1,-4,8,10,3,-3,-0.4
CCn1c(SCC(=O)NC2CCCCC2)nnc1-c1cccs1,0,4,0,1,-5,14,-1,1,1.5
Cc1cc2oc(=O)cc(C)c2cc1NC(=O)CCC(=O)O,0,3,0,-1,9,1,4,1,0.3
COc1cccc(CNC(=O)CSc2ccc(-c3ccco3)nn2)c1,11,-8,6,-8,-12,-3,-7,0,0.3
CCOC(=O)c1ccc(NC(=O)C(=O)NCC2CCCO2)cc1 (stereo not given),-6,-1,2,-8,8,17,-3,2,-2.7
Cc1ccc([C@@H]2CC(=O)[C@@H]3CN(S(=O)(=O)c4ccc(C)cc4)[C@H](c4ccccc4F)C[C@@H]3N2S(=O)(=O)c2ccc(C)cc2)cc1,5,13,0,-12,0,x,-2,2,x
Cc1cc(=O)oc2cc(OCC(=O)Nc3nnc(CC(C)C)s3)ccc12,-3,1,0,1,3,-19,0,0,2.6
Cc1nnsc1S(=O)c1ccc(F)cc1 (stereo not given),0,7,0,2,1,-12,3,-3,1.2
OCC[C@H]1C[C@H](O)[C@@H](O)[C@@]2(Cc3ccccc3O2)O1,8,6,0,2,-1,2,-1,0,0.8
CCOC(=O)c1[nH]ncc1CN1CCCC(C(=O)c2ccc(SC)cc2)C1 (stereo not given),-20,-6,1,-5,1,-36,8,-1,-1.1
Cc1c(C(c2ccc(F)cc2)c2c(C)n(C)n(-c3ccccc3)c2=O)c(=O)n(-c2ccccc2)n1C,11,11,-1,-4,1,13,0,-5,-1.4
Cc1cc(C)c2cc(CN(Cc3cccs3)Cc3nnnn3CC3CCCO3)c(=O)[nH]c2c1 (stereo not given),-1,8,4,-4,8,-24,3,0,-1.6
O=C1CC[C@@H]2CC3(C[C@@H]4CCN1[C@H]24)Nc1ccccc1NC3=NC1CCCCC1 (stereo not given in full),10,3,2,-7,8,11,5,0,-2.8
CCN(CC(=O)Nc1c(F)cccc1F)C(=O)/C=C/c1ccc(OCC#N)c(OC)c1,-2,5,2,-6,29*,-10,1,4,-1.5
CC(C)N(C(=O)C[n+]1ccc(/C=N/O)cc1)C(C)C,5,-15,2,-6,2,-10,-6,-4,1.7
CCc1ccc(OCC(=O)NC2CCCCC2)c(Br)c1,4,-4,0,-4,-2,-35,1,0,0.5
Cc1ccc(C)c(N2CCN(S(=O)(=O)c3ccc4c(c3)NC(=O)CS4)CC2)c1,4,-10,1,-7,-8,-8,-8,-4,-0.2
O=C(NCC(=O)N(CC1CCCO1)C(C(=O)NC1CCCC1)c1cccnc1)c1ccco1 (stereo not given),-13,-6,1,5,17,-36,23*,8,2.7
C[C@@H]1CN([C@@H](C)CO)C(=O)CCCn2nncc2CO[C@@H]1CN(C)S(=O)(=O)c1ccc(Oc2ccccc2)cc1,5,5,4,-9,8,-2,0,-3,-0.5
CC(C)(CC1(C)NC(=O)NC1=O)OCc1ccccc1 (stereo not given),13,0,0,0,2,16,2,1,-0.8
N#C/C(=C(/O)c1ccc(-c2cccc([N+](=O)[O-])c2)o1)c1nc2ccccc2s1,-5,11,6,-5,5,36,-2,3,21
Cc1ccc(C(=O)O/N=C(\N)c2ccccc2)c(Cl)c1,-7,2,1,-6,4,-13,9,6,0.1
CCOC(=O)C1(Cc2cccc(Cl)c2)CCCN(C(=O)c2cccc(C)n2)C1 (stereo not given),10,-2,4,5,1,-7,-1,0,0.2
CN(C)c1ccc(NC(=O)c2ccc3c(c2)nnn3C)cc1,-15,8,1,9,-4,8,2,2,0.8
CC(C)Cn1nc(NC(=O)C2CCCO2)c2cc3ccccc3nc21 (stereo not given),4,4,2,4,0,9,0,1,2.4
O=C(O)c1ccc(Nc2cnc3ccccc3n2)cc1,-2,6,1,1,3,9,2,0,4.5
CC1CCc2nc(NC(=O)C3COc4ccccc4O3)sc2C1 (stereo not given),-2,-3,1,-17,8,-24,-3,0,1.6
Cc1cc(-c2[nH]nc3c2C(c2ccc(Cl)cc2)C(C#N)=C(N)O3)c(C)s1 (stereo not given),-9,10,1,-4,8,-2,1,-3,2.6
CC(C)NC(=O)N(C)C[C@H]1Oc2cc(Br)ccc2S(=O)(=O)N([C@H](C)CO)C[C@H]1C,-7,11,1,-10,7,0,4,-1,-0.1
Cc1ccc(S(=O)(=O)N2C[C@H]3[C@H]4C(=O)N(C)C(=O)[C@H]4CC(=O)[C@H]3[C@@H]2c2ccccc2F)cc1,-6,6,1,-13,4,x,2,2,x
NS(=O)(=O)c1ccc(-c2cccc(/C=C3\SC(=O)NC3=O)c2)cc1,3,7,1,-1,9,-8,-3,0,3.3
COc1ccc(-c2noc(C3CCCN(S(=O)(=O)c4cccc(Cl)c4C)C3)n2)cc1OC (stereo not given),-7,-5,2,25,2,-3,5,-1,6.0
CSc1ccc(OCC(=O)Nc2ccc(N3CCOCC3)c(Cl)c2)cc1,16,-8,11,-1,-4,-10,-10,-3,-7.7
COc1ccc(CCNS(=O)(=O)c2ccc3c(c2)NC(=O)CO3)cc1OC,9,22,1,0,0,-4,3,0,-0.8
CCN(C(=O)CN1CCCC(C)C1)c1c(N)n(Cc2ccccc2)c(=O)[nH]c1=O (stereo not given),2,12,0,3,4,4,5,2,-2.4
CC1(C)CC(NC(=O)c2cc([N+](=O)[O-])cc([N+](=O)[O-])c2)CC(C)(C)N1,6,14,-1,-6,5,-1,-3,-5,3.8
COCCNC(=O)COC(=O)C1=Cc2ccccc2OC1,8,7,2,-8,-2,-3,-2,1,0.5
CCc1nnc(NS(=O)(=O)c2ccccc2)s1,6,-1,1,10,-4,-23,2,2,0.4
NCCCC[C@@H]1NC(=O)c2cc([N+](=O)[O-])cc(I)c2SC[C@@H](C(=O)NCC(N)=O)NC(=O)CNC1=O,-2,12,0,1,4,4,7,3,-2.1
O=C(Cn1ncc2c(=O)oc3ccccc3c21)N1CCC(N2CCCCC2)CC1,8,3,5,-10,1,7,-5,0,6.2
Cc1ccc(S(=O)(=O)N2CCC(C(=O)N3CCc4ccccc43)CC2)cc1C,2,5,0,5,4,-17,1,-2,2.5
NC(=O)C1CCCN(Cc2c(C(=O)N3CCc4ccccc4C3)nc3ccc(Cl)cn23)C1 (stereo not given),0,3,2,6,-5,-12,1,-1,0.6
Cc1cccc(C)c1NC(=O)C1(C)CN(S(C)(=O)=O)CC(=O)N1Cc1cccc(F)c1 (stereo not given),1,x,4,-1,-1,x,-1,2,x
CN1CCN(C2=CC3=CC(=C(C#N)C#N)CCC3CC2)CC1 (stereo not given),72*,-28,538*,71*,-31,-172,-37,492*,241*
CCCN1C(=O)SC(CC(=O)Nc2cccc3ccccc23)C1=O (stereo not given),-4,-1,1,-11,6,-21,-2,0,0.7
Cc1cc2sc(NC(=O)c3ccco3)nc2cc1Cl,-2,5,0,-5,8,0,-8,2,-1.5
Cc1ccc(S(=O)(=O)CCC(=O)NCCN2C(=O)S/C(=C\c3ccccc3)C2=O)cc1,11,-14,21,10,-16,-51,-22,3,-1.0
Cc1ccc(OCC(=O)NNC(=O)c2ccco2)c(C)c1,14,13,1,-1,6,13,0,-4,0.2
Cc1cccc(C(=O)O[C@H]2[C@H](Cc3ccccc3)NS(=O)(=O)[C@H]3CC4C=C[C@]23O4)c1,9,8,2,-20,13,3,0,5,1.1
